Screens: PubChem BioAssay, several laboratories
Pf gamet viab – P. falciparum stage V gametocyte viability inhibition. inhibition, % at 10.9 µM. AID 743093. 150,000 tested, 0.065% active. P. falciparum stage V gametocytes, ATP luminescence, 24 h;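 active = inhibition above the mean plus 3 SD of compounds within the control limits, set per campaign, cut at about 38% in these data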;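 note: 0% = DMSO wells and 100% = medium only without gametocytes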
Rab2A wt mod – changes GTP binding to wildtype dog Rab2A, up or down; GST-Rab2 wt beads, Bodipy-GTP binding, flow cytometry; 190,000 tested, 0.19% active; P61105; GTP binding activity, % at 10 µM; AID 760;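 active = GTP binding activity at least 20 points away from 100%, either lowered or raised; inconclusive = signal likely due to the compound's own green fluorescence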;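 note: 0% = beads with excess unlabeled GTP and 100% = no-compound control corrected for plate trend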
HRas wt GTP bind – modulators of GTP binding to human HRas wildtype | P01112 | GST-Ras wt beads, Bodipy-FL-GTP binding, flow cytometry; actives lie on both sides | GTP binding activity, % at 10 µM | 190,000 tested, 0.14% active | AID 759;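 active = GTP binding activity at least 20% away from the 100% baseline, either lowered as inhibitor or raised as activator; inconclusive = flagged as likely green fluorescent, judged across all proteins in the well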;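 note: 0% = unlabeled GTP competition control and 100% = no-compound control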
Rab7 wt modul – modulators of GTP binding to dog Rab7 wildtype GTPase. GST-Rab7 beads, fluorescent GTP binding, flow cytometry; actives lie on both sides; untreated = 100%, excess cold GTP = 0%. GTP binding activity (percent of control), % at 10 µM. 190,000 tested, 0.055% active. AID 758;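 active = fluorescent GTP binding to Rab7 beads changed by at least 20 points from the 100% baseline, either direction, mostly lower; inconclusive = compound itself probably fluorescent, or too few beads counted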;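 note: median green fluorescence of bound Bodipy-FL-GTP per Rab7 bead population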
Avidin bead fluor – compound fluoresces at 488/530 nm on avidin beads; 220,000 tested, 0.38% active; compound fluorescence 488/530 nm, flow cytometry; hits give high values; fluorescence (KMESF) at 10 µM; in the data active = fluorescence above about 47; note: inactives centre near 10
Mcl1 Noxa PPI – Mcl-1/Noxa interaction inhibition; Q07820; TR-FRET Mcl-1/Noxa peptide binding, 2 h; inhibition, % at 21.7 µM; 220,000 tested, 1.5% active; AID 1022;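 active = compounds that cut the protein-peptide binding signal by more than 50% relative to plate controls in a single-dose test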;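 note: His-tagged Mcl-1 with rhodamine Noxa BH3 peptide and terbium anti-His antibody; 0% = Mcl-1 plus Noxa peptide wells and 100% = peptide-only wells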
ABCB1 block – blocks JC-1 efflux by human ABCB1 transporter. P08183. CCRF-Adr cells, flow cytometry. inhibition, % at 6.6 µM. 190,000 tested, 0.067% active; in the data active = inhibition above about 40%;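 note: 0% = vehicle and 100% = reference inhibitor; higher value means more JC-1 retained so stronger ABCB1 efflux block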
Target sequence (P08183 whole entry, looked up): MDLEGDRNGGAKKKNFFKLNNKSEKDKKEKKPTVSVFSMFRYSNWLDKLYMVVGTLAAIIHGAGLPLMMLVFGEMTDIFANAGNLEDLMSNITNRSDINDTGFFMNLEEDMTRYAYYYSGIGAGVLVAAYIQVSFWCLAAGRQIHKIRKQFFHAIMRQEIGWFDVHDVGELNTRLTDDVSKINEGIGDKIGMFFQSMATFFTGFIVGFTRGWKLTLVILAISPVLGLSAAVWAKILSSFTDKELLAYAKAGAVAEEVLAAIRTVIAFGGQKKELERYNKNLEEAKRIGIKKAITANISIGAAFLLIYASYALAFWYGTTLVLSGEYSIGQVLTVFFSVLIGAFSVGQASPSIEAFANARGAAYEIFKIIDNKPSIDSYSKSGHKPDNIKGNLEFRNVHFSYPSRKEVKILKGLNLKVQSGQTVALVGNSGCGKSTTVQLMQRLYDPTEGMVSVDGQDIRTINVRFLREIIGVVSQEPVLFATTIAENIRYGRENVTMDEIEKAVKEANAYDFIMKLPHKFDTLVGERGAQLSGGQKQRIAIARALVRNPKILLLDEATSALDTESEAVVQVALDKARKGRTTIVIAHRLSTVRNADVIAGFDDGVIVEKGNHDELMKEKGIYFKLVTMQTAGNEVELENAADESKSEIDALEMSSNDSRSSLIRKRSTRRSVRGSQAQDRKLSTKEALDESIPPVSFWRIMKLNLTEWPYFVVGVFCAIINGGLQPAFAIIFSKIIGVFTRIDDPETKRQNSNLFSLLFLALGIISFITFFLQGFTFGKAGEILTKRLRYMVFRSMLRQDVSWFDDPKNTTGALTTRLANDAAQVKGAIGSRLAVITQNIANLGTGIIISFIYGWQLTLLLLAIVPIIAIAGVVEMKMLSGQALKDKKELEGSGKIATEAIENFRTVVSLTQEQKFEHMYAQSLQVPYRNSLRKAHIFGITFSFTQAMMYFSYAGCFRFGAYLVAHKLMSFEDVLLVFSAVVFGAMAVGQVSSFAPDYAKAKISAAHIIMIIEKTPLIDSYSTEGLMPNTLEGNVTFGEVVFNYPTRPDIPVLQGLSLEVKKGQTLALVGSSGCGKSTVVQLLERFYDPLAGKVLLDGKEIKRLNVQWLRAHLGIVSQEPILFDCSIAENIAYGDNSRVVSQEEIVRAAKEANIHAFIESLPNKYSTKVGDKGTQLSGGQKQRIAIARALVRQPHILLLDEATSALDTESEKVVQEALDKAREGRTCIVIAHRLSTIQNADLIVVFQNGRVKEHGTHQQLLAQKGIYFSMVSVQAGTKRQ
ABCG2 block – inhibitors of human ABCG2 transporter, ABCB1 counter-screen; Q9UNQ0; IgMXP3 cells, JC-1 efflux, flow cytometry; inhibition, % at 6.6 µM; 190,000 tested, 0.1% active; AID 1325;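 active = inhibition above 80%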;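 note: 0% = DMSO and 100% = nicardipine control wells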
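material = IgMXP3 (ABCG2) plus far-red-tagged CCRF-Adr (ABCB1) cells | amount = 3 million cells/mL, equal mix of both lines | also added = JC-1 transporter substrate | dosing = one concentration, 6.6 µM final | schedule = 10 min at 25 °C | measured by = flow cytometric JC-1 green MFI at 530 nm | read-out basis = percent efflux inhibition, scaled nicardipine 100% to DMSO 0%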
Rac1 wt GTP bind – human Rac1 wildtype GTP binding, inhibitors and activators; P63000; GST-Rac1 beads, fluorescent GTP binding, flow cytometry; actives lie on both sides; 0 = cold GTP competed, 100 = untreated; GTP binding activity (% of control), % at 10 µM; 190,000 tested, 0.27% active; AID 757;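 active = GTP binding activity at least 20 points away from the 100% control level, either lower or higher; inconclusive = compound flagged as likely green fluorescent, judged across all proteins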
Rac1 mut GTP – human Rac1 activated mutant GTP binding change | P63000 | percent activity (GTP binding), % at 10 µM | GST-Rac1 activated beads, fluorescent GTP binding, flow cytometry; actives lie on both sides; 100% means binding = to untreated wells | 190,000 tested, 0.11% active;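 active = GTP binding at least 20 percentage points away from the 100% baseline, in either direction, so actives lie on both sides; inconclusive = Compound likely fluorescent itself, or too few beads counted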
Cdc42 wt GTP – human Cdc42 wildtype GTP binding change, either direction; 190,000 tested, 0.2% active; AID 761; P60953; GST-Cdc42 beads, Bodipy-GTP binding, flow cytometry; actives lie on both sides; percent activity (GTP binding), % at 10 µM;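 active = percent activity GTP binding at least 20 points away from the 100% baseline, either down as inhibitor or up as activator; inconclusive = compound flagged as likely green fluorescent from well-wide comparison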;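 note: median bead fluorescence of bound Bodipy-FL-GTP at 100 nM; 0% = excess unlabeled GTP control and 100% = no compound control; below 100% means less GTP binding so inhibitor and above means activator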
An asterisk follows results filed as active; ? = inconclusive; . = no result given. The order is random; any-hit rate near 2.3%.

SMILES	Pf gamet viab	Rab2A wt mod	HRas wt GTP bind	Rab7 wt modul	Avidin bead fluor	Mcl1 Noxa PPI	ABCB1 block	ABCG2 block	Rac1 wt GTP bind	Rac1 mut GTP	Cdc42 wt GTP
Cn1c(SCC(=O)N2CCCc3ccccc32)nnc1-c1c[nH]c2ccccc12	.	100	102	100	10	13	0.5	6	107	99	105
CCCCNCc1cc(Cl)c(OCCC)c(OCC)c1	10	102	103	102	9	9	0.5	2	107	100	103
CCOC(=O)c1c(-c2ccccc2Cl)cn2ccccc12	1	93	94	94	2	0	0.3	2	92	94	94
O=C1C2ON(c3ccccc3)C(c3cccnc3)C2C(=O)N1c1ccccc1 (centres undefined)	.	100	99	99	6	-7	0.0	0	102	97	98
NNC(=O)c1ccc(CSc2cccc3cccnc23)cc1	1	100	100	104	28	0	0.1	0	102	96	97
CC1=CC(c2ccc(Cl)cc2)n2nc(NS(=O)(=O)c3ccc(C)cc3)nc2N1 (centres undefined)	16	?	?	?	7	2	0.0	0	?	?	?
CC(OC(=O)CCc1nc(=O)c2ccccc2n1C)C(=O)NCc1ccc2c(c1)OCO2 (centres undefined)	.	95	95	97	9	5	0.4	-1	97	94	96
CCOC(=O)C1=C(C)NC(=S)NC1c1ccsc1 (centres undefined)	.	97	98	102	9	-1	2.6	-2	99	95	99
CC(C)(C)c1cc(C(c2cccnc2)N2CCN(CCO)CC2)cc(C(C)(C)C)c1O (centres undefined)	.	103	100	97	13	42	0.8	10	103	103	100
CCCOC(=O)Nc1sc2c(c1C(=O)OCC)CCC2	.	100	100	96	12	8	1.2	31	102	96	99
COc1ccc(/C=N\NC(=O)c2sc(N)nc2C)cc1OC	12	?	?	?	30	14	0.1	1	?	?	?
CCOC(=O)C(Cc1ccccc1)C(=O)Nc1ccc(N(CC)CC)cc1 (centres undefined)	-2	101	100	100	13	60*	1.1	15	101	98	100
CC1CCc2nc(N)c(C#N)c(-c3cccn3C)c2C1 (centres undefined)	0	104	102	101	13	19	0.0	-10	103	98	104
CCOc1ccc(-c2csc(/C(C#N)=C\c3ccc(O)c([N+](=O)[O-])c3)n2)cc1	8	88	91	90	3	56*	-0.7	-3	90	89	89
FC(F)(F)c1nnc2ccc(Sc3ccccn3)nn12	5	102	100	100	8	4	0.7	0	103	100	103
Cc1c(Br)c(C(=O)NCc2cc3cc(Cl)ccc3[nH]2)nn1C	.	100	97	96	12	5	-2.2	10	103	98	101
Cc1onc(C(=O)N2CCN(Cc3ccccc3)CC2)c1[N+](=O)[O-]	.	101	101	99	6	-4	-0.3	1	102	99	100
N#C/C(C(=O)Oc1ccccc1)=C1\C=CC=CN1	.	94	96	94	9	.	0.4	4	94	96	97
COc1ccc(/C=C/CN2CCCC(C(=O)c3cc(F)ccc3F)C2)cc1 (centres undefined)	-18	98	96	102	5	-1	1.8	1	96	96	96
CN1C(=O)/C(=C/c2cn(CC(=O)N3CCCCC3)c3ccccc23)c2ccccc21	.	98	97	99	16	97*	7.8	35	101	97	92
CCCCCCN1C=CC=C/C1=C/C=C(C#N)C#N	1	100	101	100	3	10	1.0	5	104	101	100
Cc1occc1C(=O)Nc1nnc(-c2cccs2)s1	18	99	100	102	11	20	0.4	3	99	98	96
COc1ccc(NC(=O)NCCc2cccc(Cl)c2)cc1OC	-2	102	103	107	10	1	0.7	20	104	97	104
Cc1cccc(NC(=O)CSc2c3c(nc4ccccc24)CCC3)n1	2	94	93	93	8	1	5.7	14	97	92	93
CCOC(=O)c1cnc(-n2cc(C)cn2)nc1Nc1ccccc1OCC	-14	100	98	100	9	-14	1.5	6	99	97	98
COc1cc(C(=O)N2CCN(S(=O)(=O)c3cccs3)CC2)cc(OC)c1C	4	96	95	96	7	10	1.4	4	96	94	97
O=C1c2ccccc2C(=O)N1OCCOCCOCCON1C(=O)c2ccccc2C1=O	.	98	103	99	12	4	0.8	13	104	101	99
CN(C)CCCOc1ccc(C(C)(C)c2ccccc2)cc1	.	99	98	100	8	-3	-2.1	5	103	98	98
CCOC(=O)N1[C@@H]2C=C(C)[C@@H]2[C@@H]2[C@@H](C)C(=O)N21	1	100	102	96	5	0	-0.3	2	104	100	104
CCc1ccccc1NC(=O)c1cc2sccc2n1C	.	104	103	100	7	-17	0.5	3	107	103	106
CCc1cc(C(=O)NNC(=S)NCC2CCCO2)cs1 (centres undefined)	-9	96	99	97	5	1	0.1	1	101	98	99
CCOC(=O)c1ccc(S(=O)(=O)N2CCNCC2)cc1	-1	95	94	94	2	11	0.0	0	93	95	93
CCN1CCN(c2cc(C)c3cc(NC(=S)NCCCN4CCc5ccccc5C4)ccc3n2)CC1	-26	99	98	101	15	28	0.3	2	103	101	103
O=C(CSCc1ccc(F)cc1)NCc1ccc2c(c1)OCO2	-11	95	95	106	8	7	0.3	3	95	92	94
CCc1c(C)sc(NC(=O)/C=C/C(=O)O)c1C(N)=O	-11	98	98	103	9	15	1.2	2	100	96	98
FC(F)(F)c1cc(-c2cccs2)nc(N2CCOCC2)n1	2	99	99	101	17	14	-1.1	16	101	98	99
Cc1nc(OCC(=O)c2ccc(Cl)cc2)c(C#N)c2c1COC(C)(C)C2	.	99	100	101	20	17	0.6	4	102	100	104
O=C(CSc1oc(-c2ccc(F)cc2)nc1S(=O)(=O)c1ccc(F)cc1)NCC1CCCO1 (centres undefined)	.	99	99	100	32	-8	0.5	-1	102	96	98
CS(=O)(=O)Nc1cccc2cccnc12	-16	96	99	97	13	-80	0.6	2	97	97	99
CC(C)C(NS(=O)(=O)c1cccc2nsnc12)C(=O)Nc1nc2ccc(Cl)cc2s1 (centres undefined)	.	101	102	104	9	-4	0.0	2	106	98	100
COc1ccc(OC)c(C2N(c3ccccn3)C(=O)C3CCCN32)c1 (centres undefined)	.	102	103	99	14	44	0.2	3	102	99	106
COc1cc(NC2c3ccccc3C(=O)N2c2cc(C)ccn2)cc(OC)c1OC (centres undefined)	.	99	101	99	5	-11	0.6	0	103	100	101
CCC/C=C(\CCC)C(NS(=O)(=O)c1ccc(C(F)(F)F)cc1)c1ccccc1 (centres undefined)	.	103	103	105	10	-22	0.2	3	104	98	102
CC(C)C[C@H]1C(=O)N2CCC[C@H]2[C@]2(O)O[C@](NC(=O)[C@@H]3C=C4c5cccc6[nH]c(Br)c(c56)CC4N(C)C3)(C(C)C)C(=O)N12 (some centres undefined)	.	99	100	99	8	18	6.1	13	97	100	98
Clc1ccc(C2CC(c3ccco3)n3ncnc3N2)cc1Cl (centres undefined)	.	100	102	98	7	8	-0.1	0	103	97	101
CCn1c(=O)c(=O)n(CC)c2cc(S(=O)(=O)N3CCc4ccccc43)ccc21	.	100	100	103	7	2	1.4	5	100	98	98
CN(C)S(=O)(=O)c1ccc(NC(=O)N2CCN(c3ccccc3Cl)CC2)cc1	17	94	97	92	8	32	-0.1	1	95	94	92
Cc1cccc(Cn2c(N3CCc4ccccc4C3)nc3c2c(=O)[nH]c(=O)n3C)c1	.	100	100	101	6	63*	0.5	2	103	98	100
Oc1ccc(/C=N/NC(=S)N2CCOCC2)cc1	-8	102	96	104	11	-1	3.9	10	98	97	98
O=C(Cc1cccs1)Nc1cccc(C(=O)Nc2ccco2)c1	.	96	97	96	13	10	0.1	8	96	96	99
CCCn1c(N2CCOCC2)nc2c1c(=O)[nH]c(=O)n2C	-16	96	96	97	60*	13	4.8	4	97	95	96
O=C(/C=C/c1ccco1)Nc1ccc(Oc2ccc(Cl)cc2)cc1	.	93	93	93	9	.	1.5	9	91	93	95
COc1ccc(-c2cc(C(F)F)n3ncc(C(=O)NCC4CCCO4)c3n2)cc1 (centres undefined)	.	98	99	101	9	-3	0.8	3	102	99	99
O=S(=O)(NCc1ccccn1)c1ccc2c(c1)OCCO2	.	96	97	95	10	8	0.9	3	96	97	98
CCOC(=O)c1c(C)c(C(=O)NCc2ccc3c(c2)OCO3)c(C)n1C	-22	100	102	100	5	1	-2.5	-1	102	100	102
CCOC(=O)CSc1nc2c(sc(=S)n2CCc2ccccc2)c(=O)n1Cc1ccco1	.	98	101	96	21	0	1.6	4	97	97	99
Cc1ccc(C(=O)O)cc1S(=O)(=O)N1CCSCC1	.	96	98	96	13	2	0.5	1	96	95	98
O=C(N/N=C/c1ccc(-c2ccccc2C(=O)O)o1)c1cccs1	-9	93	95	100	4	79*	-0.9	2	96	95	94
CN(C1CCCCC1)S(=O)(=O)c1ccc(NC(=O)C2CCCCC2)cc1	12	101	103	101	7	-3	0.3	3	108	98	101
O=C(c1cccs1)N1CCN(c2ccc(F)cc2)CC1	.	106	105	102	13	9	0.2	1	107	101	107
The listing continues.
SMILES	Pf gamet viab	Rab2A wt mod	HRas wt GTP bind	Rab7 wt modul	Avidin bead fluor	Mcl1 Noxa PPI	ABCB1 block	ABCG2 block	Rac1 wt GTP bind	Rac1 mut GTP	Cdc42 wt GTP
FC(F)(F)c1cc(C(F)(F)F)c2ccc(N/N=C/c3ccccc3)nc2n1	10	103	104	104	8	9	0.3	1	102	100	106
COc1cccc(C(=O)Nc2cnc(NC(=O)c3ccco3)cc2C)c1	.	97	99	94	6	0	0.5	2	101	96	95
COc1ccc(-n2cnnc2SC(C)C(=O)Nc2cccc([N+](=O)[O-])c2)cc1 (centres undefined)	-14	99	100	98	24	25	0.6	22	104	100	104
N#Cc1c(-c2ccco2)cc(-c2ccc(F)cc2)nc1N	-1	103	104	103	22	65*	0.1	1	103	98	104
Clc1cccc(C[n+]2cc(-c3ccccc3)n3c2CCC3)c1	7	96	95	94	8	8	-0.6	-5	98	98	96
C=CCON1C(=O)c2ccccc2C1=O	.	99	98	102	14	12	-0.1	0	100	96	97
Cc1nnc(SCC(=O)NC2CC2)n1CC1CCCO1 (centres undefined)	-15	?	?	?	9	9	0.2	0	?	?	?
Cc1cccc(Oc2ccc(NC(=O)c3ccccc3C(=O)O)cc2)c1C	9	90	91	92	8	8	-0.8	0	89	86	86
CCOC(=O)C1=C(C)N(CCO)C(=O)NC1c1ccccc1 (centres undefined)	.	100	101	100	9	13	0.7	2	107	100	102
Cc1cccn2cc(CNC(=O)c3ccco3)nc12	.	97	100	98	20	13	0.0	0	99	96	99
NS(=O)(=O)c1ccc(CCNC(=O)CN2CCN(c3ccccc3F)CC2)cc1	-21	96	99	97	3	-6	0.7	4	104	95	101
